# Screens: PubChem, National Center for Advancing Translational Sciences (NCATS)
# PGK inhibitor: qHTS Assay to Find Inhibitors of Phosphoglycerate Kinase. Phosphoglycerate kinase, glycosomal (Trypanosoma brucei brucei), P07378. PGK/GAPDH coupled, Kinase-Glo luminescence, 60 min. Potency, µM (top dose mostly 57.5 µM), for inactives: top-dose activity change, negative = inhibition, usual class: inhibitors. 0.043% of 380,000 active. AID 602233, 2012; further: potency means the concentration at half of the fitted maximal effect; on the % scale 0 is the no-effect control and ±100 the full control effect; nearly all actives have a fitted effect of over 60% in size
# Target sequence (P07378 whole entry, looked up): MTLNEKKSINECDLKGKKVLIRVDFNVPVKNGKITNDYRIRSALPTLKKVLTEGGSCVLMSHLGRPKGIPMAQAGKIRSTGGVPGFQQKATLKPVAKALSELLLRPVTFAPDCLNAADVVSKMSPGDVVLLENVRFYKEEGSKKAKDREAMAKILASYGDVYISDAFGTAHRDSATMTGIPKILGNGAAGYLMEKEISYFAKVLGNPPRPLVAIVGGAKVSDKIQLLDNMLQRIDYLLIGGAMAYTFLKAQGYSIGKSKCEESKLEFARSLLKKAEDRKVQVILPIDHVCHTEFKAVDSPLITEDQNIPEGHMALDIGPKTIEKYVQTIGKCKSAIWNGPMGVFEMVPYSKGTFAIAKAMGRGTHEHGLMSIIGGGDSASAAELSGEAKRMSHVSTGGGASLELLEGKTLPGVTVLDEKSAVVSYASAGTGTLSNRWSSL
#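 Recombinant glycosomal PGK reaction used 1,3-bisphosphoglycerate generated in-well by GAPDH (100nM final) in 100mM TEA pH 7.6, 5mM MgCl2, 0.01% Tween-20. After 60 minutes at room temperature, ATP was read by Kinase-Glo Plus luminescence end-point.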
# G9a block: qHTS Assay for Inhibitors of Histone Lysine Methyltransferase G9a. G9a H3K9 monomethylation, AlphaScreen, 2 h. Histone-lysine N-methyltransferase EHMT2 (Homo sapiens), Q96KQ7. 8.8% of 350,000 active. Potency, µM (top dose mostly 102 µM), without a hit: at the highest dose activity, negative = inhibition, usual class: inhibitors; further: potency means the concentration at half of the fitted maximal effect; on the % scale 0 is the no-effect control and ±100 the full control effect; nearly all actives have a fitted effect of over 75% in size
#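 Chemiluminescent proximity detection of H3K9 monomethylation, read after 10 min bead incubation in the dark. Reaction: 20 nM G9a, 500 nM biotin-H3K9 peptide, 20 uM SAM cofactor, 2 h, room temperature, following 15 min enzyme-compound preincubation.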
# PI4K2A block: qHTS for small molecular inhibitors of PI4K2A; Phosphatidylinositol 4-kinase type 2-alpha (Homo sapiens), Q9BTU6; purified PI4K2A, ADP-Glo luminescence, 1 h; hits give low values; activity change, negative = inhibition, % at 76.9 µM; 0.13% of 420,000 active; AID 1346378, 2018; in the data active means activity change below about -50%; inconclusive means mostly about -30% to -49%;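 further: -100% = wells without enzyme as full effect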
#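 ADP-Glo luminescence measured ADP generated by PI4K2A enzyme (4 ug/mL before mixing) with 1.2 mM PI substrate (pre-mix) and 300 microM ATP (pre-mix). Tris pH7.5 buffer with MgCl2, Triton X-100; 1 h reaction at ambient temperature.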
# Pin1 inh: qHTS Assay to Find Inhibitors of Pin1; Pin1 FP peptide displacement, HiFluor488, 10 min; Potency, µM (titrated, usually from 115 µM), inactives show at the highest dose activity, negative = inhibition, most hits filed as inhibitors; 0.009% of 390,000 active; AID 504891, 2011; active means well fitted inhibition curve with a large enough effect in the polarisation, with a control signal flat, not every such curve was filed as active; inconclusive means small, poorly fitted or top-dose-only effect, or effect the other way, or a change in a side signal; inactive means no such curve, though single readings can be large or run the other way; the % refers to the polarisation; further: potency means the concentration at half of the fitted maximal effect; on the % scale 0 is the no-effect control and ±100 the full control effect
# Target sequence (Q13526 whole entry, looked up): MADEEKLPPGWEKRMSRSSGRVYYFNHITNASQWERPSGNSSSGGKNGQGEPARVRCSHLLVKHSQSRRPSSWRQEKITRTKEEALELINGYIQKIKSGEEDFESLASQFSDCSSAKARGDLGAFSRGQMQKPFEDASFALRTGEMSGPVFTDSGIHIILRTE
# BAZ2B inh: qHTS Assay for Inhibitors of BAZ2B | 4.4% of 360,000 active | Potency, µM (highest dose often 114 µM), inactives show at the highest dose activity change, negative = inhibition, actives largely listed as inhibitors | AID 504333, 2011 | AlphaScreen BAZ2B-H3K14Ac peptide displacement | Bromodomain adjacent to zinc finger domain protein 2B (Homo sapiens), Q9UIF8; further: potency means the concentration at half of the fitted maximal effect; on the % scale 0 is the no-effect control and ±100 the full control effect; nearly all actives have a fitted effect of over 60% in size
#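 Compounds, titrated to a top concentration of 110 uM, were incubated 30 min at room temperature with preformed BAZ2B/acetyl-K14 H3 peptide complex (50 nM each). Proximity signal was measured by AlphaScreen after 20 min with beads.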
# GLS inhibitor: qHTS for Inhibitors of Glutaminase (GLS); Potency, µM (highest dose often 45.5 µM), for the others: at the top dose activity change, negative = inhibition, most hits filed as inhibitors; Glutaminase kidney isoform, mitochondrial (Homo sapiens), O94925; GLS enzymatic activity, qHTS titration; AID 624170, 2012; 0.21% of 410,000 active; further: potency means the concentration at half of the fitted maximal effect; on the % scale 0 is the no-effect control and ±100 the full control effect
#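 Enzyme dispensed in phosphate buffer (45 mM, pH 8.2, 0.02% Tween-20), compounds pinned in, then 1 mM L-glutamine solution and the glutamate oxidase–HRP–Amplex Red mix added; fluorescence read immediately and again after 30 min at room temperature.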
# JMJD2A Tudor inh: qHTS Assay for Inhibitors of JMJD2A-Tudor Domain; AlphaScreen JMJD2A-Tudor / H3K4me3 peptide binding; Potency, µM (series often up to 114 µM), for the others: at the top dose activity change, negative = inhibition, hits mostly inhibitors; Lysine-specific demethylase 4A (Homo sapiens), O75164; 4.4% of 390,000 active; further: potency means the concentration at half of the fitted maximal effect; on the % scale 0 is the no-effect control and ±100 the full control effect; nearly all actives have a fitted effect of over 50% in size
# HP1b chromo inh: HTS for Inhibitors of HP1-beta Chromodomain Interactions with Methylated Histone Tails | AlphaScreen HP1-beta / biotin-H3K9me3 peptide binding | Potency, µM (series often up to 114 µM), without a hit: top-dose activity change, negative = inhibition, actives largely listed as inhibitors | 0.56% of 390,000 active; further: potency means the concentration at half of the fitted maximal effect; nearly all actives have a fitted effect of over 70% in size; inactives centre near 23
#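 AlphaScreen: HP1-beta (50 nM) preformed 30 min with biotin-H3(1-18)K9me3 peptide (50 nM) in PBS pH 7.4, 0.01% Tween-20. Compound added for 30 min at RT, then streptavidin donor/nickel chelate acceptor beads (10 ug/mL) for 30 min.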
# ERG Ets-DNA blk: qHTS for Small Molecule Inhibitors of the ERG Ets/DNA interaction | Transcriptional regulator ERG (Homo sapiens), P11308 | Potency, µM (series often up to 76.9 µM), inactives show at the highest dose FP activity, negative = inhibition, most hits filed as inhibitors | 0.028% of 370,000 active | fluorescence polarization, His-ERG Ets domain / labelled DNA; active means well fitted inhibition curve with a large enough effect in the polarisation, with a control signal flat; inconclusive means small, poorly fitted or top-dose-only effect, or effect the other way, or a change in a side signal; inactive means no such curve, though single readings can be large or run the other way; the % refers to the polarisation;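 further: polarization taken with two DNA probes labelled with fluorescein and Texas red; potency means the concentration at half of the fitted maximal effect; % of control where 0% means no effect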
# Target sequence (P11308 whole entry, looked up, the tested form may be a part): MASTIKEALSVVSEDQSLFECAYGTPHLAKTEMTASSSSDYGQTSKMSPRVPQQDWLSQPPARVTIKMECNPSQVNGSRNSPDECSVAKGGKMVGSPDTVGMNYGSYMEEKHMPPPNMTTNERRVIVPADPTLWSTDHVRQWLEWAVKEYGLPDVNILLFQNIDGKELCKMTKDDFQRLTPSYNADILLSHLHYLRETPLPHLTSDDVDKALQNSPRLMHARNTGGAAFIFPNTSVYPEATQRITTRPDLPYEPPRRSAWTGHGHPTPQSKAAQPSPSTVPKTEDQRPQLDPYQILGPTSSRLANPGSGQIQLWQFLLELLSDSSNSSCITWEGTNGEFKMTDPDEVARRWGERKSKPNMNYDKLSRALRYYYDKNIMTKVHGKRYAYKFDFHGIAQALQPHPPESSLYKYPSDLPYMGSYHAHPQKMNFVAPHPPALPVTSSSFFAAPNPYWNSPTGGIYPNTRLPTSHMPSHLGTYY
#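 His-tagged ERG Ets domain (1 uM in the protein solution; 300mM KCl, 50mM Tris-HCl, 1mM EDTA, 1mM DTT, pH 7.5) received compound, then a probe mix of 5 nM fluorescein-DNA and 100nM Texas-615-DNA. Fluorescence polarization was read for both dyes.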
# * = called active by the depositor; i = inactive; ? = inconclusive; / = not tested or not shown; & = joins results of further samples; [ ] = dose if it differs, or a comment. Unless noted, the call rests on the fitted dose curve; in most records, active means well fitted curve in the direction sought with a large enough effect; inconclusive means small, poorly fitted or top-dose-only effect, or another doubt; inactive means no such curve, though single readings can be large; an effect the other way counts as inactive or inconclusive.
# Value order – PGK inhibitor	G9a block	PI4K2A block	Pin1 inh	BAZ2B inh	GLS inhibitor	JMJD2A Tudor inh	HP1b chromo inh	ERG Ets-DNA blk
> O=C(Nc1ccncc1)Nc1ccncc1
    -4%	-4%	-3	1%	20%	-8%	4%	23%	-5%
> O=C(NCc1nc(-c2ccccc2)no1)c1ccc(Br)o1
    /	-8%[12.7 µM]	0	-6%	-6%	7%	-10%	21%	/
> O=C(O)c1ccccc1OCc1ccccc1Br
    -6%	0%	-3	0%	-13%	1%	-10%	11%	0%
> O=C(Nc1cc(S(=O)(=O)N2CCOCC2)ccc1Cl)c1cc2ccccc2o1
    6%	-6%[2.33 µM]	3	-4%	11%	3%	-19%	35%	5%
> COC(=O)c1ccc([C@H](NC(=O)c2ccco2)[C@]2(C)C[C@H]2C2CCCCC2)cc1
    -11%	/	-5	12%	/	-2%	-18%	2%	8%
> CC(C)OCC1Cn2c(nc3c2c(=O)n(C)c(=O)n3C)O1 (centres undefined)
    -10%	4%	3	2%	-2%	26%	-15%	18%	2%[15.4 µM]
> O=C(NCCOC(=O)c1ccccc1)c1ccc([N+](=O)[O-])cc1
    0%	-23%	3	2%	-19%	-1%	-1%	33%	-13%
> COc1ccc(CCNC(=O)CC2SC(=NCCc3ccccc3)NC2=O)cc1 (centres undefined)
    i	-13%	2	-2%	6%	-7%	-8%	26%	2%
> Cc1cccc(/C=N/NC(=O)C(C)Nc2cccc3ccccc23)n1 (centres undefined)
    -5%	?	2	-11%	-9%	26%	?	19%	/
> O=C(c1nc2ccccn2c1CN1CCN(c2ccccc2O)CC1)N1CCCC1
    3%	/	5	-1%	?	3.5µM*	-24%	11%	16%
> O=C(COc1ccccc1)Nc1nnc(-c2ccc(Cl)s2)o1
    -5%	14%	2	2%	?	4%	89µM*	46%[activator]	0%
> Cc1c(C(=O)O)oc2c1C(O)CCC2 (centres undefined)
    3%	5%[59 µM]	3	-7%	-5%	2%	-11%	27%	-17%
> Cc1ccc(C(C)C)c(OCC(=O)Nc2ccc(N3CCOCC3)cc2N2CCOCC2)c1
    -9%	25µM*	-2	3%	0%	-10%	-16%	18%	-1%
> CCOc1ccccc1NC(=O)CN1C(=O)CC(c2ccco2)Sc2ccccc21 (centres undefined)
    -13%	-30%[59 µM]	8	24%	?	5%	?	-14%	3%
> CCCc1ccc(Oc2cn[nH]c2-c2ccc(O)c(C)c2O)cc1
    -4%	-39%	0	-4%	-31%	-17%	?	-3%	/
> CCCCNC(=O)C1CCC(=O)N1CCc1ccccc1 (centres undefined)
    -2%	17%	4	-7%	-11%	4%	-11%	59%[activator]	-1%
> S=C(S)OC1CC2CC1C1CCCC21 (centres undefined)
    2%	22%&9%[59 µM]	-4&-3	1%	/	4%	-26%	10%	-4%
> COc1ccc(-c2nnc(C)c3nocc23)cc1
    /	-13%	?	?	-26%	1%	?	23%	3%
> O=S(=O)(c1ccccc1)N1C2CCC1CC(O)(c1cccnc1)C2 (centres undefined)
    -13%	-21%[12.7 µM]	1	2%	-9%	5%	3%	44%[activator]	-1%
> Cc1ccc(C2c3[nH]c4ccccc4c3C[C@H]3C(=O)N(c4ccccc4C(=O)N4CCC(C(=O)O)CC4)C(=O)N23)cc1 (some centres undefined)
    8%	-2%[12.7 µM]	-1	6%	-4%	4%	-15%	25%	0%
> O=C(COc1ccc(F)cc1)NN1C(=O)CSC1=S
    i	?	5	?	-23%	?	-5%	16%	?
> CCN(CC)S(=O)(=O)c1ccc2c(c1)c(=O)c(C(=O)N1CCN(c3cccc(Cl)c3)CC1)cn2C
    0%	2%[59 µM]	2	?	/	-3%	-31%	12%	1%
> Cc1ccc2c(c1)NC(=O)C(CC(=O)NCCCN1CCc3ccccc3C1)O2 (centres undefined)
    -1%	50µM*	-3	-12%	-4%	7%	-36%	15%	-1%
> COc1ccc(CCn2c(-c3ccncc3)n[nH]c2=S)cc1OC
    3%	?	0	-6%	-33%	-1%	?	-9%	0%
> O=C(CCCCCN1C(=O)c2ccccc2C1=O)Nc1cccc(O)c1
    -2%	-9%	4	4%	11%	4%	-12%	11%	-13%
> Cc1cnc(C(=O)OCC(=O)Nc2cccc(C)c2C)cn1
    -2%	/	0	4%	/	-11%	-9%	31%	-7%
> O=C(Cc1cccs1)NCCCc1ccccc1
    i	-1%	0	-4%	-12%	-2%	-3%	31%	2%
> COc1ccc(CNC(=O)C2CCN(S(=O)(=O)c3c(C)noc3/C=C/c3cccs3)CC2)cc1
    -7%	3%[59 µM]	-10	0%	/	-5%	2%	42%[activator]	3%
> O=C(CCSCc1ccccc1F)N1CCN(c2ccccn2)CC1
    -5%	2%[12.7 µM]	-14	-7%	-1%	3%	-13%	22%	/
> O=C(NCC1(c2ccccc2)CCCC1)c1ccccc1
    /	4%[59 µM]	-2	3%	0%	2%	5%	50%[activator]	-2%
> O=C(COc1ccc(Br)cc1)Nc1ccc(C(=O)OC2CCCCC2)cc1
    /	-7%[59 µM]	3	-1%	3%	-12%	5%	40%[activator]	-1%
> COc1ccc(C2=NOC(C(=O)Nc3ccc(C)cc3)C2)cc1OC (centres undefined)
    -11%	?	-1	-3%	-8%	-11%	-19%	18%	-2%
> O=C(NCc1cccc(Cl)c1)C1CCC(=O)N(CCCN2CCOCC2)C1 (centres undefined)
    8%	-2%[12.7 µM]	-12	-8%	8%	3%	-5%	16%	-11%
> CCCC1(CC)C(=O)NC(=O)N=C1N (centres undefined)
    -3%	/	2	-2%	/	1%	6%	11%[57 µM]	6%
> Cc1ccc2cc3cc(C(=O)N4CCN(c5ccccc5)CC4)oc3nc2c1
    -1%	-1%[59 µM]	-6	5%	5%	8%	-8%	11%[57 µM]	-4%
> COc1ccc(F)cc1S(=O)(=O)NCc1cc(=O)n(C)c(=O)n1C
    -7%	54%	-1	4%	-18%	0%	-3%	33%	5%
> O=C(Nc1cccc(O)c1)c1cc(-c2ccco2)on1
    -9%	?	-7	17%	9%	56%[activator]	-28%	1%	/
> CCOc1ccccc1N(CC(=O)NCC1CCCO1)C(=O)CCC(=O)Nc1nccs1 (centres undefined)
    3%	6%	-6	-3%	0%	-1%	6%	27%	-2%
> Cc1cc(C)n(C(=O)c2cc3c(s2)CCCC3)n1
    i	78%[activator][59 µM]	4	-1%	92%[activator]	6%	124%[activator]	241%	7%
> CC1=NN(c2nc(-c3ccc(C)cc3)cs2)C(=O)C1N=Nc1ccc2ccccc2c1 (centres undefined)
    i	1µM*	-3	2%	?	-6%	?	-28%	-10%
> N#Cc1c(-c2ccco2)cc(-c2ccccn2)nc1N
    -7%	?	-23	?	3%	2%	-25%	39%	1%
> O=C(OCC#CCSc1nnc(-c2ccncc2)o1)c1sc2ccccc2c1Cl
    2%	-19%	0	17%	10%	-3%	-16%	36%	8%
> CCc1cc(/C(Cc2csc(C)n2)=N/O)c(O)cc1O
    -3%	15%[2.33 µM]	0	5%	-34%	13%	-13%	29%	5%
> COc1cc(Cl)c(C)cc1NC(=O)CNC(=O)Cn1cnc2ccccc2c1=O
    -1%	-7%	7	2%	-36%	-1%	-18%	5%	4%
> CN(C(=O)CSc1nc2ccccc2n1CCc1ccccc1)C1CCS(=O)(=O)C1 (centres undefined)
    -3%	?	-14	-1%	?	1%	-26%	19%	2%
> CCCOC(=O)c1c(NC(=O)CCCn2nc([N+](=O)[O-])c(Cl)c2C)sc(C(=O)OC)c1C
    i	1%	4	-3%	3%	-9%	-14%	35%	12%
> COc1cc2cc(Oc3ccc4ccc(=O)oc4c3)c(=O)oc2cc1O
    -14%	0%	-1	?	-1%	19%	-18%	2%	-3%
> Cc1cccnc1NC(=O)C1CCN(S(=O)(=O)c2cccs2)CC1
    -2%	?	1	3%	-10%	2%	-11%	26%	-16%
> COc1ccccc1CNC(=O)Cn1c(=O)oc2cc(S(=O)(=O)N3CCC(C)CC3)ccc21
    -1%	3%[59 µM]	-7	31%[activator]	-24%	-9%	-19%	38%	-3%
> CCCCCN(C(=O)COC(=O)Cc1c(C)nc2ccccc2c1C)c1c(N)n(CCCC)c(=O)[nH]c1=O
    i	?	-1	1%	4%	-14%	-9%	21%	12%
> CCOC(=O)C1CCN(C(=O)CN2C(=O)COc3ccc(C(C)(C)C)cc32)CC1
    i	-10%	-2	1%	-4%	-13%	79µM*	-7%	-7%
